PMI act: increases human mannose-6-phosphate isomerase activity. activation factor at 20 µM. P34949. purified human PMI, coupled resazurin fluorescence, 20 min; stronger effect = higher value; 1 = vehicle control, 0 substrate-free wells. 190,000 tested, 0.005% active;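 active = activation factor of 2 or more at 20 µM, relative to plate controls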
Target sequence (P34949 whole entry, looked up): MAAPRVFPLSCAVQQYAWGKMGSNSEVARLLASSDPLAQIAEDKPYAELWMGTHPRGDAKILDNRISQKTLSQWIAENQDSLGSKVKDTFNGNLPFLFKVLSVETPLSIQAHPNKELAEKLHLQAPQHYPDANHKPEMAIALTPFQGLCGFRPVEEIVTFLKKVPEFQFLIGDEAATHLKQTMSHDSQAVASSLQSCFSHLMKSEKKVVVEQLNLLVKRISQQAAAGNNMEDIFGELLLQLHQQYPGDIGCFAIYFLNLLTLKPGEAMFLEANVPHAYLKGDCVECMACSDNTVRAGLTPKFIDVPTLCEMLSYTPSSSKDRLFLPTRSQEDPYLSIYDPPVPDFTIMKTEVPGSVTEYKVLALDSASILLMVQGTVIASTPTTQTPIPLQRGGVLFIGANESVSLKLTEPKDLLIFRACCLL
S1P3 antagonist: blocks the human S1P3 receptor. CHO S1P3 NFAT-BLA reporter, FRET fluorescence, antagonist mode. Q99500. 170,000 tested, 0.27% active. inhibition, % at 4.98 µM;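 active = inhibition above the plate cutoff, the mean inhibition of test wells on that plate plus 3 SD, cut at about 28% in these data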;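 also: cells challenged with S1P at its EC80 of 0.8 µM; blue over green emission ratio from cleaved BLA substrate after 4 h stimulation; 0% = S1P-stimulated wells and 100% = unstimulated DMSO-only wells; some compounds past the cut are filed as inactive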
Target sequence (Q99500 whole entry, looked up): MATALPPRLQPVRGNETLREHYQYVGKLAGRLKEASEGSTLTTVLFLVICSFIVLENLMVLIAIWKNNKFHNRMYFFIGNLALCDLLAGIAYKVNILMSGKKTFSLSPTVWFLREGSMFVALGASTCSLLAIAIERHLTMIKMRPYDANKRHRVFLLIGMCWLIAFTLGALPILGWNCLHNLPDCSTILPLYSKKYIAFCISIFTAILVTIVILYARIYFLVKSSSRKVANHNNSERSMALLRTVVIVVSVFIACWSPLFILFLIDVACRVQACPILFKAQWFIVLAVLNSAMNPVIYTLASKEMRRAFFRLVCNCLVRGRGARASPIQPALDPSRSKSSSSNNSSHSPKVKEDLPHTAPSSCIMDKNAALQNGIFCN
Diaph act CS: diaphorase activation or chemical reduction counter-screen; Diaphorase/resazurin coupled assay, resorufin fluorescence, 16 min; stronger effect = higher value; 1 = vehicle wells, 0 = NADH-free wells; activation factor at 20 µM; 190,000 tested, 0.005% active;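 active = diaphorase activity raised at least twofold by the compound at 20 µM; inactive = activation factor below 2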
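Material: Clostridium kluyveri diaphorase, purified enzyme; Quantity: enzyme 0.07 U/mL final; Medium: HEPES pH 7.4 buffer with MgCl2 and Tween 20; Dosing: single compound dose of 20 µM, 1% DMSO final; Schedule: 16 min reaction at room temperature; Measured by: red resorufin fluorescence at 544/590 nm excitation/emission.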
RAM inhibit: blocks the yeast RAM network | AID 868 | S. cerevisiae dse1pr::URA3 reporter, 5-FOA growth OD615, 2 d; analog-sensitive cbk1-as2 kinase mutant strain | 190,000 tested, 1.8% active | inhibition, % at 50 µM;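 active = inhibition above a set limit, 3 SD over mean compound inhibition, cut at about 8.4% in these data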;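 also: 0% = DMSO-only wells with no growth and 100% = 10 µM 1-NA-PP1 full growth; inhibition rescues growth on 5-FOA so higher OD means more RAM inhibition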
PMI act hi M6P: increases human PMI activity with near-saturating mannose 6-phosphate. coupled PMI enzyme assay, resazurin fluorescence, 20 min; stronger effect = higher value; 1 = untreated enzyme, 0 = substrate-free blank. activation factor at 20 µM. 190,000 tested, 0.34% active;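 active = activation factor of 2 or more at 20 µM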
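Material: human phosphomannose isomerase with PGI, G6PDH, diaphorase coupling enzymes / Reagent: Man-6-P substrate 1.0 mM / Dosing: single compound dose of 20 µM, 1% DMSO final / Incubation: enzyme reaction with compound 20 min at room temperature / Signal: resorufin fluorescence (Ex 544/Em 590 nm) from resazurin via diaphorase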
Redox H2O2 prof: compounds producing H2O2 with reducing agent – biochemical, NIH compound library profiling, artefact control for MLSCN library redox annotation, primary screen | DTT-dependent redox cycling H2O2, phenol red/HRP absorbance; 100% = 100 µM peroxide control, 0% = buffer | activation, % at 10 µM | 200,000 tested, 0.03% active;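 active = activation of at least 50% relative to the plate's high and low controls in the primary single-dose screen; inactive = activation below 50%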;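 also: compound incubated with DTT at 0.8 mM final as the reducing agent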
G6PDH counter: L. mesenteroides G6PDH inhibition counter-screen; Purified L. mesenteroides G6PDH, diaphorase/resazurin coupled fluorescence, 45 min; inhibition, % at 5 µM; 200,000 tested, 0.12% active; AID 1020
Hsp70 activator: transcriptional activators of Hsp70 | HeLa Hsp70 promoter luciferase reporter, luminescence; scaled: vehicle 0, proteasome-inhibitor control 100% | activation, % at 10 µM | 200,000 tested, 0.04% active;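 active = activation above the mean across all tested compounds plus 3 SD, cutoff set per campaign, cut at about 5.5% in these data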;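 also: 100% = MG132 at 30 µM as the positive control and 0% = DMSO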
TLR4 MyD88 comp: inhibitors of human TLR4-MyD88 binding; O00206+Q99836; 200,000 tested, 0.18% active; inhibition, % at 8.4 µM; HeLa CL3-4 TLR4/MyD88 BLA complementation, FRET ratio; in the data active = inhibition above about 25%;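 also: 0% = vehicle and 100% = reference inhibitor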
Diaph inh CS: diaphorase inhibition or chemical oxidation counter-screen. diaphorase resazurin-to-resorufin fluorescence, NADH, 16 min; bacterial (C. kluyveri) enzyme, not human. 190,000 tested, 0.69% active. inhibition, % at 20 µM;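 active = primary screen inhibition at 20 µM above a set limit, cut at about 50% in these data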;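 also: plate controls were DMSO with full reaction for no effect and wells lacking NADH for full effect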
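Assay system – diaphorase enzyme from Clostridium kluyveri · Amount – diaphorase 0.14 U/mL (working solution) · Times – reaction incubation of 16 min at room temperature · Controls – No-NADH positive control and DMSO neutral control · Signal – resorufin fluorescence 544/590 nm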
Lmaj promast: inhibitors of Leishmania major promastigote growth. 200,000 tested, 9% active. inhibition, % at 10 µM. Leishmania major promastigotes, resazurin fluorescence viability;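 also: promastigotes grown with compound for 44 hours at 28 °C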
* hit, by the source's call. Rule as the data show it, unless noted: active = inhibition above about 50%; inactive = the rest. Not a hit list. About 12% of those tested had a hit in this group.

What do the screens show for `Cc1ccc(-n2c(O)c(/C=C3/C(c4ccccc4)=Nc4ccccc43)c(=O)[nH]c2=O)cc1`?
PMI act: 0.8; S1P3 antagonist: 14.2; Diaph act CS: 0.8; RAM inhibit: 2.6; PMI act hi M6P: 0.9; Redox H2O2 prof: 0.1; G6PDH counter: -18.4; Hsp70 activator: -0.2; TLR4 MyD88 comp: 12.3; Diaph inh CS: 19.0; Lmaj promast: 18.6

Results for CNc1ccc(Br)cc(C(=O)/C=C/c2ccc(OC)cc2OC)c1=O ?
PMI act: 0.9; S1P3 antagonist: -7.3; Diaph act CS: 0.6; RAM inhibit: 4.0; PMI act hi M6P: 0.8; Redox H2O2 prof: 0.2; G6PDH counter: 21.2; Hsp70 activator: -0.3; TLR4 MyD88 comp: 0.6; Diaph inh CS: 41.7; Lmaj promast: 5.6

What do the screens show for `CC(=O)Nc1ccc(C(O)(C(F)(F)F)C(F)(F)F)cc1`?
PMI act: 0.9; S1P3 antagonist: 8.2; Diaph act CS: 0.9; RAM inhibit: -1.0; PMI act hi M6P: 0.9; Redox H2O2 prof: -0.2; G6PDH counter: 18.1; Hsp70 activator: -0.3; TLR4 MyD88 comp: 7.9; Diaph inh CS: 8.5; Lmaj promast: -5.4

Results for COC(=O)CSC1=C(C#N)C(c2ccc(F)cc2)CC(=O)N1 (stereo unspecified) ?
PMI act: 1; S1P3 antagonist: -10.3; Diaph act CS: 0.8; RAM inhibit: 0.6; PMI act hi M6P: 0.7; Redox H2O2 prof: -0.8; G6PDH counter: 3.5; Hsp70 activator: 0.0; TLR4 MyD88 comp: -4.5; Diaph inh CS: 17.6; Lmaj promast: -1.2

Results for CC1(C)NC(=O)N(CCCCOc2ccc3ccccc3c2Cl)C1=O ?
PMI act: 1; Diaph act CS: 1; RAM inhibit: 2.7; PMI act hi M6P: 1; Redox H2O2 prof: 8.1; G6PDH counter: 1.2; Hsp70 activator: -0.1; TLR4 MyD88 comp: 10.3; Diaph inh CS: 1.6; Lmaj promast: -6.4

What do the screens show for `CCOC(=O)CSc1nc2ccccc2c(=O)n1C1CCCC1`?
PMI act: 0.9; S1P3 antagonist: 17.4; Diaph act CS: 0.9; RAM inhibit: 13.4*; PMI act hi M6P: 0.9; Redox H2O2 prof: 0.8; G6PDH counter: -4.0; Hsp70 activator: -0.5; TLR4 MyD88 comp: -1.8; Diaph inh CS: 14.5; Lmaj promast: -3.6

Results for Cc1cccc(NC(=O)c2ccc(S(=O)(=O)C(F)F)cc2)c1C ?
PMI act: 0.9; S1P3 antagonist: 2.3; Diaph act CS: 1; RAM inhibit: 1.6; PMI act hi M6P: 1; Redox H2O2 prof: -0.4; G6PDH counter: 1.2; Hsp70 activator: -0.3; TLR4 MyD88 comp: -3.1; Diaph inh CS: 0.6; Lmaj promast: -2.6

How did COC(=O)[C@H](C)NC(=O)Nc1ccc(OC(F)(F)F)cc1 do in these assays?
PMI act: 1; S1P3 antagonist: 10.8; Diaph act CS: 0.9; RAM inhibit: 0.1; PMI act hi M6P: 1; Redox H2O2 prof: 3.1; G6PDH counter: 3.2; Hsp70 activator: -0.1; TLR4 MyD88 comp: -12.4; Diaph inh CS: 10.4; Lmaj promast: -4.5

What do the screens show for `CCOc1ccc(S(=O)(=O)N(C)CCO)cc1-c1nc2c(C(C)(C)C)nn(C)c2c(=O)[nH]1`?
PMI act: 0.9; Diaph act CS: 0.8; RAM inhibit: 2.8; PMI act hi M6P: 0.9; Redox H2O2 prof: -1.0; G6PDH counter: 3.3; Hsp70 activator: 1.3; TLR4 MyD88 comp: -11.6; Diaph inh CS: 23.1; Lmaj promast: 31.0

How did CN(CC(=O)Nc1ccc(S(N)(=O)=O)cc1)Cc1ccccc1F do in these assays?
PMI act: 1; S1P3 antagonist: 9.9; Diaph act CS: 0.8; RAM inhibit: -0.2; PMI act hi M6P: 0.9; Redox H2O2 prof: -1.5; G6PDH counter: -1.9; Hsp70 activator: -0.1; TLR4 MyD88 comp: -1.7; Diaph inh CS: 18.5; Lmaj promast: 0.4

Results for CN(C)c1ccc(/C=N/NC(=O)c2sccc2-n2cccc2)cc1 ?
PMI act: 1; S1P3 antagonist: 8.8; Diaph act CS: 0.9; RAM inhibit: 2.8; PMI act hi M6P: 1; Redox H2O2 prof: -0.7; G6PDH counter: -1.6; Hsp70 activator: -0.1; TLR4 MyD88 comp: -7.9; Diaph inh CS: 8.5; Lmaj promast: 23.1

What do the screens show for `CCCCOC(=O)C(C#N)c1nc2ccccc2nc1N1CCOCC1` (stereo unspecified)?
PMI act: 0.8; S1P3 antagonist: -7.7; Diaph act CS: 0.9; RAM inhibit: 2.2; PMI act hi M6P: 0.8; Redox H2O2 prof: 1.5; G6PDH counter: 14.3; Hsp70 activator: 0.0; TLR4 MyD88 comp: -0.8; Diaph inh CS: 11.6; Lmaj promast: 11.8

Among those listed so far, three contain four or more nitrogen atoms:
What do the screens show for `CCOc1ccc(S(=O)(=O)N(C)CCO)cc1-c1nc2c(C(C)(C)C)nn(C)c2c(=O)[nH]1`?
PMI act: 0.9; Diaph act CS: 0.8; RAM inhibit: 2.8; PMI act hi M6P: 0.9; Redox H2O2 prof: -1.0; G6PDH counter: 3.3; Hsp70 activator: 1.3; TLR4 MyD88 comp: -11.6; Diaph inh CS: 23.1; Lmaj promast: 31.0

Results for CN(C)c1ccc(/C=N/NC(=O)c2sccc2-n2cccc2)cc1 ?
PMI act: 1; S1P3 antagonist: 8.8; Diaph act CS: 0.9; RAM inhibit: 2.8; PMI act hi M6P: 1; Redox H2O2 prof: -0.7; G6PDH counter: -1.6; Hsp70 activator: -0.1; TLR4 MyD88 comp: -7.9; Diaph inh CS: 8.5; Lmaj promast: 23.1

What do the screens show for `CCCCOC(=O)C(C#N)c1nc2ccccc2nc1N1CCOCC1` (stereo unspecified)?
PMI act: 0.8; S1P3 antagonist: -7.7; Diaph act CS: 0.9; RAM inhibit: 2.2; PMI act hi M6P: 0.8; Redox H2O2 prof: 1.5; G6PDH counter: 14.3; Hsp70 activator: 0.0; TLR4 MyD88 comp: -0.8; Diaph inh CS: 11.6; Lmaj promast: 11.8

(next part)
How did Cc1cc(C)c(OCCN(C)Cc2ccccc2)c(Br)c1 do in these assays?
PMI act: 0.9; S1P3 antagonist: -11.7; Diaph act CS: 0.9; RAM inhibit: 1.6; PMI act hi M6P: 0.9; Redox H2O2 prof: -1.1; G6PDH counter: 12.3; Hsp70 activator: 0.3; TLR4 MyD88 comp: -4.5; Diaph inh CS: 7.4; Lmaj promast: 11.6

What do the screens show for `COc1ccc(S(=O)(=O)c2nnn(-c3ccccc3Cl)c2N)cc1`?
PMI act: 1.1; S1P3 antagonist: -8.2; Diaph act CS: 1.1; RAM inhibit: 0.2; PMI act hi M6P: 1.1; Redox H2O2 prof: -0.1; G6PDH counter: 7.6; Hsp70 activator: -0.2; TLR4 MyD88 comp: 4.6; Diaph inh CS: -12.0; Lmaj promast: 17.2

How did O=C(N/N=C(\c1ccccc1)c1cccnc1)C(O)(c1ccccc1)c1ccccc1 do in these assays?
PMI act: 0.8; Diaph act CS: 0.9; RAM inhibit: 0.0; PMI act hi M6P: 0.9; Redox H2O2 prof: -5.6; G6PDH counter: 12.1; Hsp70 activator: -0.2; TLR4 MyD88 comp: 5.6; Diaph inh CS: 7.4; Lmaj promast: 43.8

What do the screens show for `CN(NS(=O)(=O)c1ccc(F)cc1)c1ncc(C(F)(F)F)cc1Cl`?
PMI act: 1.3; S1P3 antagonist: -35.9; Diaph act CS: 1; RAM inhibit: 0.5; PMI act hi M6P: 1.2; Redox H2O2 prof: 0.2; G6PDH counter: 6.6; Hsp70 activator: -0.1; TLR4 MyD88 comp: -2.5; Diaph inh CS: 2.4; Lmaj promast: -3.8

What do the screens show for `CC(=O)ON1C(C)(C)CC(OC(=O)c2ccccc2)CC1(C)C`?
PMI act: 1; S1P3 antagonist: -7.2; Diaph act CS: 0.9; RAM inhibit: 1.9; PMI act hi M6P: 1; Redox H2O2 prof: -0.7; G6PDH counter: -5.6; Hsp70 activator: -0.3; TLR4 MyD88 comp: -6.1; Diaph inh CS: 5.6; Lmaj promast: -1.1

How did Cc1ccc(N(CC(=O)Nc2ccc(F)c(Cl)c2)S(=O)(=O)c2c(C)noc2C)cc1 do in these assays?
PMI act: 0.9; S1P3 antagonist: 10.6; Diaph act CS: 0.7; RAM inhibit: 3.8; PMI act hi M6P: 0.9; Redox H2O2 prof: -0.6; G6PDH counter: 8.9; Hsp70 activator: -0.2; TLR4 MyD88 comp: 10.6; Diaph inh CS: 27.9; Lmaj promast: 13.9

Results for CCOC(=O)c1cn(CC)c2ccc(S(=O)(=O)N3CC(C)CC(C)C3)cc2c1=O (stereo unspecified) ?
PMI act: 1; S1P3 antagonist: -9.3; Diaph act CS: 1; RAM inhibit: 0.1; PMI act hi M6P: 1; Redox H2O2 prof: -0.4; G6PDH counter: 9.7; Hsp70 activator: -0.3; TLR4 MyD88 comp: 17.3; Diaph inh CS: 0.4; Lmaj promast: 18.1

How did Cc1ccc(NC(=O)c2cccc(OC(F)F)c2)c(OC(F)F)c1 do in these assays?
PMI act: 0.8; S1P3 antagonist: -0.4; Diaph act CS: 0.8; RAM inhibit: 1.8; PMI act hi M6P: 0.8; Redox H2O2 prof: -0.6; G6PDH counter: 10.6; Hsp70 activator: -0.4; TLR4 MyD88 comp: -10.1; Diaph inh CS: 17.5; Lmaj promast: -4.2
